GC-B act – GC-B (human) receptor activation | P20594 | activation, % at 10 µM | hit rate 0.11% among 370,000 | HEK293-GC-B cells, CNP EC30, cGMP TR-FRET; 0% at EC30 CNP, 100% saturating CNP;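 active = activation at 10 µM reaching about 35% in either raw or pattern-adjusted values, limit read from the data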
sPLA2-III inh – Blocks human group III sPLA2 activity; Q9NZ20; inhibition, % at 12.2 µM; AID 743126; QFRET BODIPY PC-A2 liposome hydrolysis, fluorescence; hit rate 0.56% among 370,000;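 active = inhibition above mean plus 3 SD of compounds lying within the high and low control bounds, cut at about 19% in these data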;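 note: 0% = median of test compound wells and 100% = no enzyme DMSO wells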
Target sequence (Q9NZ20 whole entry, looked up): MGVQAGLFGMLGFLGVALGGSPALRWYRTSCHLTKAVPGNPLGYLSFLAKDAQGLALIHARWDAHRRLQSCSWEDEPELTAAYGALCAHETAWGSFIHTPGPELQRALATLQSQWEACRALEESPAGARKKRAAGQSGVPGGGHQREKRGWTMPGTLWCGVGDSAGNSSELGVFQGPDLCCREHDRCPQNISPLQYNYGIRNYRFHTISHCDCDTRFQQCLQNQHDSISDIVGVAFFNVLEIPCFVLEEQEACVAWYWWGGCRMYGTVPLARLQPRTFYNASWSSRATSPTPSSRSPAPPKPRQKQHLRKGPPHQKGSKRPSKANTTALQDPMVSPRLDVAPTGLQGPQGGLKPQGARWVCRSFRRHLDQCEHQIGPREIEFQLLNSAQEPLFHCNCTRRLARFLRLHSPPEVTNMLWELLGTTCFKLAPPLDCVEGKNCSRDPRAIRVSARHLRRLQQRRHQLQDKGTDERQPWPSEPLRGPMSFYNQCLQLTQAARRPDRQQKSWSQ
ASAP1 inh – blocks human ASAP1-stimulated Arf1 GTP hydrolysis | inhibition, % at 16.5 µM | GDP FP detection | Q9ULH1 | hit rate 0.19% among 360,000; in the data active = inhibition above about 25%;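 note: 0% = vehicle with enzyme and substrate and 100% = no enzyme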
ARFGAP1 inh – rat ARFGAP1 inhibition; Arfgap1-stimulated ARF1 GTP hydrolysis, GDP FP detection; inhibition, % at 16.5 µM; AID 651572; hit rate 0.26% among 360,000; Q62848;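 active = inhibition above a per-plate limit, mean inhibition of low control wells plus 3 SD, cut at about 25% in these data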;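 note: 0% = DMSO wells with enzyme and 100% = wells lacking Arfgap1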
Target sequence (Q62848 1-136 limits assumed): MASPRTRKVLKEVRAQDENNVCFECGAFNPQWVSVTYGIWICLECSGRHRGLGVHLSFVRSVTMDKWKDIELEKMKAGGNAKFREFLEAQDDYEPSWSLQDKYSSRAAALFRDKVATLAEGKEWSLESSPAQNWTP
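material = rat Arfgap1 catalytic domain, aa 1-136 | also added = human ARF1(Δ1-17)-GTP substrate | compound dosing = one concentration, 16.5 µM, DMSO 1.26% | times = GTP hydrolysis reaction 2 h at 25 °C | measured by = FP, GDP Alexa 633 tracer displaced from anti-GDP antibody, 620/688 nm | evaluation = percent inhibition of Arfgap1-stimulated GTP hydrolysis | replication = single well per compound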
rCAG RNA binder – molecules binding r(CAG) RNA repeats. r(CAG) RNA repeat, TO-PRO-1 dye displacement fluorescence. inhibition, % at 3 µM. hit rate 1.3% among 370,000. AID 651821;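 active = inhibition above the plate cutoff, the mean of all test compounds on that plate plus 3 SD, cut at about 35% in these data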;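 note: 0% = DMSO alone and 100% = 100 µM mitoxantrone as full dye displacement; higher means more dye released from RNA so lower well fluorescence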
GAA850 FXN act – activators of GAA850 frataxin (FXN) promoter; HEK293 lucGAA850 FXN promoter luciferase reporter, 24 h; percent of 10 µM SAHA response; hit rate 0.56% among 360,000; activation, % at 6 µM;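 active = activation above the average of all compounds screened plus 3 SD, cutoff fixed separately per campaign, cut at about 7.5% in these data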;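 note: 0% = DMSO wells and 100% = 10 µM SAHA wells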
NPR1 activator – GC-A (human) enzyme activation. HEK293 GC-A cells, cGMP TR-FRET, EC30 ANP; 0% at EC30 ANP, 100% saturating ANP. activation, % at 10 µM. hit rate 0.14% among 370,000. AID 1671463; in the data active = activation above about 40%
DDE Tn6 FP inh – inhibitors of Tn6 peptide binding to human fibrin DD(E); Fibrin DD(E) TRITC-Tn6 fluorescence polarization displacement; inhibition, % at 8.3 µM; P02675; hit rate 0.21% among 370,000;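 active = inhibition above a per-campaign cutoff: mean of compounds within control limits plus 3 SD, cut at about 15% in these data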;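 note: 0% = median of all compound wells on the plate and 100% = blocking peptide control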
KLK7 zymogen act – activators of human kallikrein-7 zymogen | purified proKLK7, EDANS-DABCYL substrate fluorescence; 100% is mature enzyme control, 0% vehicle | activation, % at 7 µM | hit rate 0.9% among 370,000;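 active = activation above the mean of all tested compounds plus 3 SD, computed per campaign excluding outliers beyond control limits, cut at about 13% in these data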
Target sequence (P49862 whole entry, looked up): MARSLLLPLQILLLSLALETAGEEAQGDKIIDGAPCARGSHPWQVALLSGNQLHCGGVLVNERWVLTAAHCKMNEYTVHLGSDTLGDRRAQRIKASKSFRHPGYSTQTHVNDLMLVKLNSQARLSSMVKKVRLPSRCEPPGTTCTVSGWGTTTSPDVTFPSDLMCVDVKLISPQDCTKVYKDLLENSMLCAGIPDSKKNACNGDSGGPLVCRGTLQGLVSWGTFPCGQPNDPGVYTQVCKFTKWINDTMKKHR
ADAM10 inh – ADAM10 inhibition, QFRET primary screen | recombinant ADAM10, EDANS/DABCYL FRET peptide cleavage, 3 h | hit rate 0.62% among 370,000 | inhibition, % at 7 µM | AID 720582;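 active = inhibition above a per-campaign cutoff equal to the mean of compounds falling between control-based bounds plus 3 SD, cut at about 20% in these data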;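 note: 0% = DMSO wells while the 100% control is not disclosed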
Numbers without * were called inactive. The order is random; about 4.5% have a hit in one of these screens.

`O=C(N/N=C\c1c(O)ccc2ccccc12)c1cncc(Br)c1` gave GC-B act -13.3, sPLA2-III inh 12.9, ASAP1 inh -8.2, ARFGAP1 inh -4.5, rCAG RNA binder -1.9, GAA850 FXN act -6.6, NPR1 activator -8.2, DDE Tn6 FP inh 0.5, KLK7 zymogen act -10.0 and ADAM10 inh -60.6.
For Cc1cc[n+](CC(=O)Nc2cccc(C)c2)cc1 the results were GC-B act 4.1, sPLA2-III inh -1.0, ASAP1 inh 9.4, ARFGAP1 inh 16.7, rCAG RNA binder -0.6, GAA850 FXN act 1.1, NPR1 activator 3.1, DDE Tn6 FP inh 0.5, KLK7 zymogen act -0.2 and ADAM10 inh 0.5.
`Cc1ccc(N2CC(C(=O)NCc3cccnc3)CC2=O)cc1` (stereo not given) gave GC-B act -0.1, sPLA2-III inh 4.5, ASAP1 inh 7.5, ARFGAP1 inh 11.1, rCAG RNA binder -1.1, GAA850 FXN act -1.3, NPR1 activator 3.8, DDE Tn6 FP inh -4.4, KLK7 zymogen act -0.1 and ADAM10 inh 3.3.
For COc1ccc(C(=O)C(/C=N/O)=N/Nc2ccc(F)cc2)cc1 the results were GC-B act 0.1, sPLA2-III inh -17.5, ASAP1 inh -1.4, ARFGAP1 inh -3.8, rCAG RNA binder 13.6, GAA850 FXN act 5.0, NPR1 activator -0.4, DDE Tn6 FP inh 2.6, KLK7 zymogen act -0.3 and ADAM10 inh 2.0.
For COc1ccc(OC)c(C(C)NC=O)c1 (stereo not given) the results were GC-B act -5.5, sPLA2-III inh -0.9, ASAP1 inh -1.9, ARFGAP1 inh 6.7, rCAG RNA binder 1.2, GAA850 FXN act 1.2, NPR1 activator -1.8, DDE Tn6 FP inh -1.7, KLK7 zymogen act 0.0 and ADAM10 inh -13.1.
C=CCn1c(SCc2c(Cl)cccc2Cl)nnc1-c1cccnc1 was read as GC-B act -0.1, sPLA2-III inh 7.1, ASAP1 inh -5.7, ARFGAP1 inh -4.9, rCAG RNA binder -7.3, GAA850 FXN act 0.3, NPR1 activator -0.3, DDE Tn6 FP inh 7.3, KLK7 zymogen act 0.1 and ADAM10 inh -8.8.
`Cc1sc(NC(=O)CN(Cc2ccccc2)C(=O)C(C)C)c(C(N)=O)c1C` gave GC-B act -5.7, sPLA2-III inh 2.9, ASAP1 inh 3.6, ARFGAP1 inh 8.9, rCAG RNA binder -1.8, GAA850 FXN act -0.6, NPR1 activator -5.2, DDE Tn6 FP inh -7.4, KLK7 zymogen act 0.4 and ADAM10 inh 8.1.
`O=C(C1CCCCC1)n1ccc2ccc(-c3ccc4ccn(Cc5ccccc5)c4c3)cc21` gave GC-B act -4.8, sPLA2-III inh -7.8, rCAG RNA binder 11.6, NPR1 activator -2.9, DDE Tn6 FP inh -12.7, KLK7 zymogen act -2.7 and ADAM10 inh -36.6.
CCCOc1ccc(/C(O)=C2/C(=O)C(=O)N(CCN3CCOCC3)C2c2ccccc2)cc1 (stereo not given) was read as GC-B act 1.5, sPLA2-III inh 3.1, ASAP1 inh 3.3, ARFGAP1 inh 0.5, rCAG RNA binder 0.3, GAA850 FXN act 0.8, NPR1 activator 0.6, DDE Tn6 FP inh 5.2, KLK7 zymogen act 0.0 and ADAM10 inh 6.7.
`COc1ccc(S(=O)(=O)Nc2cccc(SC)c2)cc1OC` gave GC-B act -2.1, sPLA2-III inh -15.4, ASAP1 inh 17.9, ARFGAP1 inh 6.8, rCAG RNA binder 2.7, GAA850 FXN act 1.2, NPR1 activator -10.4, DDE Tn6 FP inh -13.5, KLK7 zymogen act -0.5 and ADAM10 inh 1.3.
Cc1cn([C@H]2C[C@H](O)[C@@H](/C=C/C(=O)NCCN3CCCCC3)O2)c(=O)[nH]c1=O was read as GC-B act 10.5, sPLA2-III inh 7.7, ASAP1 inh 0.3, ARFGAP1 inh -2.9, rCAG RNA binder 3.5, NPR1 activator 3.5, DDE Tn6 FP inh 0.0, KLK7 zymogen act 1.0 and ADAM10 inh -5.6.
Screening O=[N+]([O-])c1ccc(/C=N/NC2=NS(=O)(=O)c3ccccc32)cc1 returned GC-B act 1.7, sPLA2-III inh 4.5, ASAP1 inh 5.7, ARFGAP1 inh 1.5, rCAG RNA binder 1.6, GAA850 FXN act 0.7, NPR1 activator 7.3, DDE Tn6 FP inh -3.6, KLK7 zymogen act 0.4 and ADAM10 inh -2.1.

Next part, starting with the last four of the part before.
CCCOc1ccc(/C(O)=C2/C(=O)C(=O)N(CCN3CCOCC3)C2c2ccccc2)cc1 (stereo not given) was read as GC-B act 1.5, sPLA2-III inh 3.1, ASAP1 inh 3.3, ARFGAP1 inh 0.5, rCAG RNA binder 0.3, GAA850 FXN act 0.8, NPR1 activator 0.6, DDE Tn6 FP inh 5.2, KLK7 zymogen act 0.0 and ADAM10 inh 6.7.
`COc1ccc(S(=O)(=O)Nc2cccc(SC)c2)cc1OC` gave GC-B act -2.1, sPLA2-III inh -15.4, ASAP1 inh 17.9, ARFGAP1 inh 6.8, rCAG RNA binder 2.7, GAA850 FXN act 1.2, NPR1 activator -10.4, DDE Tn6 FP inh -13.5, KLK7 zymogen act -0.5 and ADAM10 inh 1.3.
Cc1cn([C@H]2C[C@H](O)[C@@H](/C=C/C(=O)NCCN3CCCCC3)O2)c(=O)[nH]c1=O was read as GC-B act 10.5, sPLA2-III inh 7.7, ASAP1 inh 0.3, ARFGAP1 inh -2.9, rCAG RNA binder 3.5, NPR1 activator 3.5, DDE Tn6 FP inh 0.0, KLK7 zymogen act 1.0 and ADAM10 inh -5.6.
Screening O=[N+]([O-])c1ccc(/C=N/NC2=NS(=O)(=O)c3ccccc32)cc1 returned GC-B act 1.7, sPLA2-III inh 4.5, ASAP1 inh 5.7, ARFGAP1 inh 1.5, rCAG RNA binder 1.6, GAA850 FXN act 0.7, NPR1 activator 7.3, DDE Tn6 FP inh -3.6, KLK7 zymogen act 0.4 and ADAM10 inh -2.1.
For O=C(NCCc1c[nH]c2ccccc12)c1cc2ccccc2oc1=O the results were GC-B act -3.2, sPLA2-III inh -31.2, ASAP1 inh -6.2, ARFGAP1 inh -12.7, rCAG RNA binder 4.3, GAA850 FXN act 4.8, NPR1 activator 2.2, DDE Tn6 FP inh 7.3, KLK7 zymogen act -0.3 and ADAM10 inh 4.1.
Cc1nc(N2CCN(C(=O)c3ccc(Cl)cc3)CC2)c(C#N)c2c1COC(C)(C)C2 was read as GC-B act 0.2, sPLA2-III inh -0.3, ASAP1 inh 22.0, ARFGAP1 inh -9.0, rCAG RNA binder -11.0, GAA850 FXN act -2.0, NPR1 activator -4.3, DDE Tn6 FP inh 2.7, KLK7 zymogen act -1.1 and ADAM10 inh -251.1.
Screening O=C(Nc1ccc2c(c1)CCC2)Nc1ccc2c(c1)OCO2 returned GC-B act 0.2, sPLA2-III inh -0.3, ASAP1 inh -6.4, ARFGAP1 inh -3.2, rCAG RNA binder 2.8, GAA850 FXN act 2.0, NPR1 activator 1.6, DDE Tn6 FP inh 4.9, KLK7 zymogen act -0.2 and ADAM10 inh 2.5.
For CN1CCC(=NNC(=O)CSc2ccc(Cl)cc2)CC1 the results were GC-B act -2.1, sPLA2-III inh -2.5, ASAP1 inh 5.2, ARFGAP1 inh 0.5, rCAG RNA binder 2.2, GAA850 FXN act 0.1, NPR1 activator 1.2, DDE Tn6 FP inh 2.2, KLK7 zymogen act -0.3 and ADAM10 inh -4.4.
Screening CCCCNC(=O)C(NC(=O)c1cnccn1)C(=O)c1ccccc1 (stereo not given) returned GC-B act 1.2, sPLA2-III inh -7.2, ASAP1 inh 2.9, ARFGAP1 inh -7.4, rCAG RNA binder 0.2, NPR1 activator 2.8, DDE Tn6 FP inh 3.9, KLK7 zymogen act -0.3 and ADAM10 inh -5.8.
Screening C[C@@H]1CN([C@@H](C)CO)C(=O)CCCn2cc(nn2)CO[C@H]1CN(C)C(=O)Nc1ccnc(N2CCOCC2)c1 returned GC-B act 2.8, sPLA2-III inh 2.0, ASAP1 inh 2.4, ARFGAP1 inh 13.9, rCAG RNA binder 1.0, NPR1 activator 2.3, DDE Tn6 FP inh -2.0, KLK7 zymogen act -0.1 and ADAM10 inh -8.9.
Cc1ccc(NC(=S)NNC(=O)c2nn(C)cc2Cl)cc1 was read as GC-B act 1.9, sPLA2-III inh 33.5*, ASAP1 inh 12.5, ARFGAP1 inh 0.8, rCAG RNA binder 2.8, GAA850 FXN act 2.5, NPR1 activator 5.7, DDE Tn6 FP inh -2.8, KLK7 zymogen act -0.1 and ADAM10 inh 3.8.
COc1cc(/C=C(\C#N)C(=O)N2CCOCC2)cc(Br)c1O was read as GC-B act -7.5, sPLA2-III inh 4.2, ASAP1 inh -3.4, ARFGAP1 inh 0.3, rCAG RNA binder 3.0, GAA850 FXN act -0.4, NPR1 activator 0.4, DDE Tn6 FP inh -7.1, KLK7 zymogen act 0.4 and ADAM10 inh 0.3.
`CCn1cc(Br)c(C(=O)Nc2ccc(Cl)cc2Cl)n1` gave GC-B act -4.2, sPLA2-III inh 0.3, ASAP1 inh 12.2, ARFGAP1 inh 6.4, rCAG RNA binder 1.6, GAA850 FXN act -0.6, NPR1 activator 6.6, DDE Tn6 FP inh -3.6, KLK7 zymogen act 0.2 and ADAM10 inh 4.2.
O=C(Nc1nc2nccc(-c3ccccc3)n2n1)c1ccc(F)cc1 was read as GC-B act -7.6, sPLA2-III inh 6.3, ASAP1 inh -4.5, ARFGAP1 inh -0.8, rCAG RNA binder 0.1, GAA850 FXN act 3.3, NPR1 activator 3.9, DDE Tn6 FP inh 2.6, KLK7 zymogen act -0.8 and ADAM10 inh -8.6.
For CC1CCCN(C(=O)C23CCC(C)(C(=O)C2)C3(C)C)C1 (stereo not given) the results were GC-B act 1.3, sPLA2-III inh 3.5, ASAP1 inh 3.5, ARFGAP1 inh 13.2, rCAG RNA binder 1.6, GAA850 FXN act 1.3, NPR1 activator -1.2, DDE Tn6 FP inh 6.3, KLK7 zymogen act -0.1 and ADAM10 inh 8.5.
O=C1c2cccc3c([N+](=O)[O-])c(O)cc(c23)C(=O)N1Nc1ccccc1 was read as GC-B act 1.7, sPLA2-III inh -20.9, ASAP1 inh -0.6, ARFGAP1 inh -9.5, rCAG RNA binder 23.7, GAA850 FXN act 0.8, NPR1 activator -4.0, DDE Tn6 FP inh 0.5, KLK7 zymogen act 0.0 and ADAM10 inh 2.9.
CCOC(=O)CSC1=C(C#N)C(c2ccccc2F)C(C(C)=O)=C(C)N1 (stereo not given) was read as GC-B act 1.1, sPLA2-III inh 2.9, ASAP1 inh 7.6, ARFGAP1 inh -14.1, rCAG RNA binder -4.8, GAA850 FXN act 0.3, NPR1 activator -0.3, DDE Tn6 FP inh -1.8, KLK7 zymogen act 2.5 and ADAM10 inh -5.3.
